# KOR beta-arrestin-1: kappa opioid receptor activators – cell-based, luminescence, uHTS, primary screen (AID 1777); actives 0.02% (n = 280,000); KOR beta-arrestin recruitment, luminescence; higher % means a stronger effect; activation, % at 10 µM; hits with a dose series show EC50 in µM; in the data active = activation above about 50%, passing the limit was not always enough; note: a part of the inactive calls stands beside numbers as strong as those of hits
# T cell HTS: modulates CD8 T cell binding to vesicles; 2C CD8+ T cell-vesicle binding, flow cytometry; hits give low values; calls only at 7 µM; actives 0.068% (n = 330,000);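 active = response, share of CD8 T cells binding vesicles, and their 90th percentile fluorescence all below set limits, cut at about 80% in these data, passing the limit was not always enough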
#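 Material: 2C TCR transgenic mouse naive CD8+ T cells, MACS-purified. Also added: QL9-charged Drosophila Ld/ICAM-1/B7-1 vesicles. Timing: binding 1.5 h at 37 °C. Measured by: high-throughput flow cytometry with anti-B7-1 and anti-CD8 staining. Read-out: percent CD8+ FL2 mean versus row control. Controls: Unloaded micro-vesicles (low), QL9 vesicles with 0.7% DMSO (high).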
# GPR55 activation: selective activators of receptor GPR55 – imaging, U2OS cells, beta-arrestin-GFP redistribution, primary screen (AID 1961); U2OS GPR55 beta-arrestin-GFP redistribution imaging; higher % means a stronger effect; activation, % at 10 µM, or EC50 in µM where a hit was titrated; actives 0.048% (n = 290,000);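 active = activation above 40% with more than 50 cells counted in the well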;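 note: U2OS osteosarcoma cells stably expressing GPR55 and beta-arrestin-GFP; plate controls were DMSO negative control for no effect and LPI positive control for full effect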
# NTR1 ag: agonists of NTR1, primary screen, imaging, U2OS cells, beta-arrestin-GFP, high content (AID 493036). NTR1-U2OS beta-arrestin-GFP spot imaging, agonist mode. actives 0.17% (n = 330,000). activation, % at 20 µM. P30989;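 active = activation at or above 40% of the spot to cytoplasm intensity ratio, with at least 20 cells analyzed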;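 note: 0% = DMSO without peptide and 100% = 100 nM NTR1 peptide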
# Target sequence (P30989 whole entry, looked up): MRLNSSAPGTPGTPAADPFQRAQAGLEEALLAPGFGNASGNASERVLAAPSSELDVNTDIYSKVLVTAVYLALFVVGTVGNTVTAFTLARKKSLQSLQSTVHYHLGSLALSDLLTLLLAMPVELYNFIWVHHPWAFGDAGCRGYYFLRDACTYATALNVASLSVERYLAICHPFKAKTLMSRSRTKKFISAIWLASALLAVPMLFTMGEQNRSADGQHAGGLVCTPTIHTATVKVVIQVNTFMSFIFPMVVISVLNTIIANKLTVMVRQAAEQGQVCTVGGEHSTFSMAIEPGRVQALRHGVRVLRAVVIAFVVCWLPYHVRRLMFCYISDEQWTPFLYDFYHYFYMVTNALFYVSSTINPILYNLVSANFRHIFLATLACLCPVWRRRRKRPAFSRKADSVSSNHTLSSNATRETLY
# PhoP inhibition: inhibitors of PhoP regulon expression, primary screen, Salmonella Typhimurium, GFP reporter (AID 1863). S. Typhimurium PhoP-regulated promoter GFP reporter, 4 h; higher % means a stronger effect. actives 0.16% (n = 300,000). one-dose inhibition, % at 50 µM; IC50 in µM for titrated hits;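 active = inhibition over 29.93%, a cutoff 3 SD above the screen mean, later confirmed by dose response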;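 note: 0% = low Mg2+ inducing control and 100% = high Mg2+ repressing control; strong numbers were not always called active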
# GPR55 LPI antagonism: GPR55 antagonists blocking LPI-driven arrestin recruitment, primary screen, imaging, U2OS, beta-arrestin-GFP, LPI agonist (AID 2013); U2OS GPR55 beta-arrestin-GFP translocation imaging, LPI antagonism; higher % means a stronger effect; inhibition, % at 10 µM, or IC50 in µM where a hit was titrated; actives 0.13% (n = 290,000);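 active = spots per cell inhibited over 60%, with over 100 cells counted and total cytoplasm intensity under 500,000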;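 note: U2OS cells stably carrying GPR55 and arrestin-GFP stimulated by 5 µM LPI near EC80; imaged beta-arrestin-GFP aggregate spots per cell after agonist stimulation; plate controls were LPI-stimulated DMSO wells for no effect and DMSO wells without LPI for full effect; some results filed as inactive read as strong as hits; confirmed hits need IC50 under 10 µM and bright autofluorescent wells are also inconclusive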
# KOR beta-arrestin-2: KOR antagonists, beta-arrestin recruitment, cell-based, luminescence, uHTS (AID 1778). KOR beta-arrestin recruitment, luminescence, antagonist mode; higher % means a stronger effect. inhibition, % at 10 µM, or IC50 in µM where a hit was titrated. actives 0.091% (n = 290,000); in the data active = inhibition above about 50%; note: strong numbers were not always called active
# West Nile virus CPE: inhibition of WNV-induced cytopathic effect – cell-based, CPE readout (AID 1621) | West Nile virus-infected cells, CPE inhibition; higher % means a stronger effect | CPE inhibition, % at 10 µM, or IC50 in µM where a hit was titrated | actives 0.02% (n = 290,000); in the data active = a potency from the dose series; note: strong numbers were not always called active
# GPR35 antagonists: GPR35 antagonists blocking zaprinast-driven arrestin recruitment, primary screen, imaging, U2OS, beta-arrestin-GFP, zaprinast agonist (AID 2058). U2OS GPR35 beta-arrestin-GFP translocation imaging, zaprinast antagonism; higher % means a stronger effect. inhibition, % at 10 µM, or IC50 in µM where a hit was titrated. actives 0.052% (n = 290,000);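 active = inhibition of at least 50% with at least 30 cells and total cytoplasm GFP at most 10,000,000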
# T cell HTS vesicle-bound %: recorded beside T cell HTS, whose call it bears; double positive events, %; measured here: CD8+ vesicle-bound cell fraction;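 binding gate set so that unloaded-vesicle control wells show 10% double positive cells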
# NTR1 ag cell count 20 µM: second read-out of NTR1 ag, no call of its own (marks repeat the call); cell count; measured here: cell count, cytotoxicity flag
# The depositor's hits bear a star; i = inactive; . = no result given; [ ] = another dose, or the depositor's remark.
SMILES,KOR beta-arrestin-1,T cell HTS,T cell HTS vesicle-bound %,GPR55 activation,NTR1 ag,NTR1 ag cell count 20 µM,PhoP inhibition,GPR55 LPI antagonism,KOR beta-arrestin-2,West Nile virus CPE,GPR35 antagonists
COCCn1c(-c2cccs2)nc2c(c(=O)c3ccccc3n2C)c1=O,0.2%,.,.,-0.1%,.,.,-5%,-3%,-3%,1.4%,-5%
Fc1ccc2[nH]c3c(N4CCN(C5CCCCC5)CC4)ncnc3c2c1,-3.2%,i,58,-0.2%,0.8,34,-2%,-11%,-31%,.,-2%
CCOC(=O)C1CCN(c2cc3c(cc2NC(=O)c2ccccc2F)n(C)c(=O)n3C)CC1,4.3%,i,28,-0.2%,2.9,105,-1%,12%,0%,1.3%,14%
CCOc1ccccc1N1C(=O)CC(N(O)c2ccccc2)C1=O (stereo unspecified),1.1%,i,24,0.3%,-3.2,95,14%,4%,-3%,0.5%,20%
CCn1ccc(C(=O)Oc2ccc(Cl)cc2)n1,-2.2%,i,0,0.2%,1.7,61,25%,8%,8%,0.8%,7%
CC(=O)NC(Cc1ccc(C)cc1)C(=O)NC1CCN(C(=O)c2cnccn2)CC1 (stereo unspecified),-1.2%,i,38,0.2%,0.7,34,2%,4%,30%,0.2%,3%
Cc1ccc(NC(=O)c2ccc(S(=O)(=O)N3CCOCC3)cc2)nc1,-10%,i,45,0.2%,0.5,70,2%,-10%,4%,-0.4%,-20%
O=c1[nH]n2c(=O)c3c([nH]c2c1N=Nc1cccc(Cl)c1)CCCC3,0.2%,i,51,-0.1%,-1.5,81,-3%,4%,-18%,-0.1%,-8%
O=C(NCc1ccccc1)c1ccccc1Br,-4.2%,i,37,0.6%,0.6,56,4%,8%,-7%,0.2%,0%
Nc1nc(SCC(=O)NCc2ccccc2Cl)[nH]c(=O)c1NC(=O)c1ccccc1F,6.5%,i,19,-0.2%,-2.5,49,1%,14%,-19%,-0.6%,-6%
O=C(NCCc1ccccc1)c1ccc2nc(N3CCOCC3)sc2c1,-3.2%,i,34,-0.1%,0.7,57,.,-6%,-50%[20 µM],-0.6%,-2%
O=C(NC(=S)Nc1nc(-c2ccccc2)cs1)c1cccnc1,-1.6%,i,13,-0.4%,4.4,44,-1%,-5%,-1%,-0.4%,-17%
COc1ccc(C(=O)O)cc1S(=O)(=O)N(C)CCc1ccccn1,0.8%,i,51,-0.1%,-1.0,63,-8%,8%,5%,0.3%,12%
COc1ccc(CCn2c(NN=C3CCCC3)nc3c2c(=O)[nH]c(=O)n3C)cc1,7.6%,i,21,0.3%,1.5,58,-5%,-12%,-38%,0.4%,-16%
COc1ccccc1NS(=O)(=O)CC12CCC(CC1=O)C2(C)C (stereo unspecified),-4.3%,i,51,-0.1%,1.4,49,7%,25%,-8%,-0.4%,16%
COc1ccc(CCN=Cc2c(C)[nH]n(-c3ccc([N+](=O)[O-])cc3)c2=O)cc1OC,4.0%,i,53,0.9%,2.6,87,-2%,-2%,-40%,0.4%,-14%
Cn1c(=O)c2c(ncn2CC(=O)NC(C)(C)C)n(C)c1=O,.,i,28,-1.0%,-0.9,46,-6%,-1%,.,-0.2%,14%
COc1ccc(N2CCN(C(=O)CCC(=O)N3CC(C)Oc4ccccc43)CC2)cc1 (stereo unspecified),-0.3%,i,31,0.0%,6.8,90,.,13%,-31%[20 µM],-0.5%,11%
Cc1cc(C)nc(NS(=O)(=O)c2ccc(NC(=O)Cc3ccccc3F)cc2)n1,0.9%,i,20,0.6%,-0.7,43,9%,6%,8%,-0.3%,9%
COc1ccc(N(C(=O)C2COc3ccccc3O2)C(C(=O)NC2CCCCC2)c2ccccc2)cc1OC (stereo unspecified),-0.3%,i,37,0.1%,-0.1,43,-8%,6%,4%,-0.3%,12%
CCCCn1c(SCC(=O)Nc2cc(NC(=O)c3ccco3)ccc2C)nc2ccccc2c1=O,1.7%,i,10,0.6%,1.7,79,1%,0%,19%,1.2%,14%
CC(=O)c1ccc(NC(=O)Cn2cnc(S(=O)(=O)N3CCCC3)c2)cc1,-0.9%,i,7,-0.1%,0.6,62,-8%,-2%,11%,-0.5%,12%
COC(=O)N/N=C(\C)c1ccc(Br)cc1,-5.7%,i,35,-0.1%,-0.8,58,2%,17%,1%,0.2%,4%
COc1ccc(NC(=O)CS(=O)c2cccc(Cl)c2)cc1 (stereo unspecified),-3.8%,i,13,-0.1%,0.9,55,-3%,10%,11%,-0.1%,-2%
CCC(=O)Nc1ccc2oc(-c3cccnc3)nc2c1,-1.0%,i,40,-0.1%,2.6,61,-2%,3%,7%,0.2%,-2%
C/C(Cl)=C\Cn1c(=O)c2c(nc3n2CCS3)n(C)c1=O,20%,i,53,0.2%,-0.6,69,0%,-1%,-17%,0.3%,-6%
Cc1ccc(S(=O)(=O)N2CCN(C(=O)c3cc4c(C)nn(-c5ccccc5)c4s3)CC2)cc1,-0.3%,i,21,0.2%,2.5,79,-3%,-9%,0%,0.4%,-12%
Cc1cc(Cc2ccc([N+](=O)[O-])cc2)c(C)cn1,-2.0%,i,52,0.2%,-0.9,66,6%,-2%,-14%[20 µM],-1.0%,1%
COc1ccc(NC(=S)N2CCN(C(=O)c3ccco3)CC2)cc1OC,1.9%,i,13,-0.1%,2.6,55,-4%,-6%,-24%,-0.4%,3%
CCSc1nnc(NC(=O)c2cccc3ccccc23)s1,-1.0%,i,48,1.5%,0.6,54,-5%,6%,-9%,0.0%,1%
CSc1cccc(NC(=O)COc2cccc3ccccc23)c1,-2.7%,i,65,0.0%,1.2,68,34%,-1%,-12%,0.1%,4%
CNC(=O)COC(=O)c1cc(-c2ccc(OC)cc2)nc2ccccc12,-6.9%,i,54,-0.2%,-0.3,54,-8%,3%,9%,-0.8%,-2%
C/C(N)=C(/C#N)C(=O)CSc1n[nH]c(-c2cccs2)n1,-3.3%,i,53,0.1%,-1.6,66,9%,-2%,-2%,-0.2%,-8%
COc1ccc2cc(CN(CC3COCCO3)S(=O)(=O)c3c(C)cc(C)cc3C)c(=O)[nH]c2c1 (stereo unspecified),-0.5%,.,.,-0.2%,.,.,-2%,6%,-21%,-0.6%,11%
Nc1nnc(SCC(=O)Nc2ccc(Cl)c(C(=O)O)c2)s1,9.6%,i,30,0.0%,-0.5,39,-4%,-3%,-11%,0.0%,6%
CCN(Cc1cc2cc(C)ccc2[nH]c1=O)C(=O)c1cccc(OC)c1,6.3%,i,42,-0.1%,4.8,53,-9%,10%,6%,.,-10%

# 3 records drawn at random from those above:
SMILES,KOR beta-arrestin-1,T cell HTS,T cell HTS vesicle-bound %,GPR55 activation,NTR1 ag,NTR1 ag cell count 20 µM,PhoP inhibition,GPR55 LPI antagonism,KOR beta-arrestin-2,West Nile virus CPE,GPR35 antagonists
CCSc1nnc(NC(=O)c2cccc3ccccc23)s1,-1.0%,i,48,1.5%,0.6,54,-5%,6%,-9%,0.0%,1%
CNC(=O)COC(=O)c1cc(-c2ccc(OC)cc2)nc2ccccc12,-6.9%,i,54,-0.2%,-0.3,54,-8%,3%,9%,-0.8%,-2%
C/C(Cl)=C\Cn1c(=O)c2c(nc3n2CCS3)n(C)c1=O,20%,i,53,0.2%,-0.6,69,0%,-1%,-17%,0.3%,-6%

# Next compounds
SMILES,KOR beta-arrestin-1,T cell HTS,T cell HTS vesicle-bound %,GPR55 activation,NTR1 ag,NTR1 ag cell count 20 µM,PhoP inhibition,GPR55 LPI antagonism,KOR beta-arrestin-2,West Nile virus CPE,GPR35 antagonists
COc1ccc(CCNS(=O)(=O)c2ccc(C3CNC(=O)C3)cc2)cc1OC (stereo unspecified),-4.2%,i,33,0.2%,0.3,53,1%,-10%,-9%,-0.3%,-7%
COc1cc2c(cc1OC)[C@@H](Cc1ccc(OCCC#N)cc1)N(C)CC2,-3.5%,i,6,-0.1%,-0.1,51,7%,8%,38%,-0.2%,10%
COC(=O)C(O)(CC(=O)Nc1ccc(OC)cc1)C(F)(F)F (stereo unspecified),-3.7%,i,53,-0.4%,2.2,67,5%,-5%,-4%,0.5%,5%
COc1ccccc1NC(=O)CSc1nc2ncccc2[nH]1,-3.6%,i,3,-0.2%,-0.6,56,6%,19%,20%,-0.1%,7%
COc1ccc(OCC(=O)Nc2ccc(S(=O)(=O)N3CCCCC3)cc2)cc1,-1.9%,i,49,0.4%,-0.5,52,8%,-6%,-4%,-0.5%,5%
O=S(=O)(Nc1ccc(F)cc1)N1CCCCCC1,-2.8%,i,34,0.2%,0.2,65,10%,16%,7%,-0.1%,-1%
CCN1C(=NCC2CC2)N[C@@H](c2cccc(C(F)(F)F)c2)C(C(=O)OC)=C1C,-0.1%,i,32,0.0%,3.4,84,-1%,3%,-42%[20 µM],-1.1%,4%
CC(CCc1ccccc1)NC(=O)/C=C/c1ccc(Cl)cc1 (stereo unspecified),0.9%,i,8,-0.2%,0.2,80,-1%,-2%,13%,-0.9%,3%
O=C(/C=C/Nc1ccc(F)cc1F)c1ccco1,-4.5%,i,65,-0.2%,0.4,43,-11%,14%,-1%,-0.1%,-2%
CCOc1cc(C(=O)NCc2ccc(C)cc2)ccc1OCC(=O)N1CCOCC1,0.5%,i,29,-0.2%,2.1,36,-8%,6%,8%,-0.6%,0%
Cc1ccc(NC(=O)N(CCCN2CCOCC2)Cc2cc3cc4c(cc3[nH]c2=O)OCO4)cc1,3.7%,i,28,-0.2%,1.1,90,-8%,5%,-20%,.,10%
Cc1ccc(Nc2oc(C)nc2C#N)cc1,-5.1%,i,23,0.2%,1.9,47,-7%,-2%,12%,-0.8%,-8%
Cc1cc(C2C(C#N)=C(N)OC3=C2C(=O)CC(C)(C)C3)c(C)s1 (stereo unspecified),2.3%,i,40,-0.1%,0.2,42,-2%,8%,-8%,0.2%,4%
O=C(NCC1CCCO1)C1CCCCN1S(=O)(=O)c1ccc(F)cc1 (stereo unspecified),-1.1%,i,24,-0.1%,-0.9,60,-4%,-16%,-11%,1.4%,-4%
CS(=O)(=O)Nc1ccccc1Oc1ccccc1,0.9%,i,46,-0.2%,3.1,27,-1%,4%,-52%,-0.1%,1%
c1csc(-c2nc3ccccc3s2)c1,1.7%,i,33,-0.1%,-0.7,51,-8%,8%,-1%,-0.3%,10%
Cc1cc(C)cc(NC(=O)C2CCN(C(=O)c3cccs3)CC2)c1,-0.3%,i,3,-0.2%,-0.7,58,7%,12%,5%,-0.8%,4%
O=C(c1ccc(S(=O)(=O)c2ccc(Cl)cc2)cc1)N1CCOCC1,3.0%,i,54,0.3%,1.3,88,-5%,12%,-5%,-0.9%,3%
COc1ccccc1NC(=S)NCCc1ccc(F)cc1,-1.9%,i,52,-0.1%,0.9,60,-10%,-16%,-2%[20 µM],-0.3%,-14%
